# PfHsp40 yeast: rescue of yeast from PfHsp40 toxicity, primary screen, S. cerevisiae, ATP luminescence | S. cerevisiae expressing PfHsp40, growth rescue | growth rescue, % at 12.5 µM | 340,000 tested, 0.68% active; in the data active = growth rescue above about 28%, passing the limit was not always enough; inconclusive = no clear call, values can overlap the other calls;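 also: yeast W303a lacking pdr1 and pdr3 grown in galactose medium; growth measured after three days at 30 °C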
# SARS 3CLpro inh: SARS-CoV 3CLpro protease inhibitors, primary screen, biochemical, quenched FRET; Replicase polyprotein 1ab (Severe acute respiratory syndrome coronavirus), P0C6X7; recombinant SARS-CoV 3CLpro, quenched FRET peptide cleavage; inhibition, % at 6 µM; 290,000 tested, 0.14% active; AID 1706, 2009; in the data active = inhibition above about 12%
# PriA SSB inh: inhibitors of Klebsiella pneumoniae PriA binding to SSB C-terminal tail, primary screen, biochemical, AlphaScreen. PriA–SSB C-terminal tail interaction (Klebsiella pneumoniae). AlphaScreen SSBct-PriA binding, biotinylated peptide. inhibition, % at 33 µM. 430,000 tested, 0.6% active. AID 1272365, 2023; in the data active = inhibition mostly above about 37%, no sharp cut-off; inactive = mostly below about 20%;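 also: plate controls were negative control peptide for no effect and reference peptide for full effect; strong numbers were not always called active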
# MazF activator: activators of E. coli MazEF toxin-antitoxin RNase, primary screen, biochemical, fluorescence, uHTS; Endoribonuclease toxin MazF (Escherichia coli (strain K12)), P0AE70; FAM/BHQ RNA-DNA oligo cleavage fluorescence, 5 h; activation, % at 20 µM; 350,000 tested, 0.32% active; in the data active = activation above about 50%
# Target sequence (P0AE70 whole entry, looked up): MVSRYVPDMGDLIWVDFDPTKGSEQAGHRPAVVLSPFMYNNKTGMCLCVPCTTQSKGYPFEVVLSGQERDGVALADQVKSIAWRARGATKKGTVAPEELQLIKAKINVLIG
# BH1578 lux ind: inducers of Vibrio cholerae quorum light production without autoinducers, primary screen, BH1578 luxS cqsA deficient, single point | V. cholerae BH1578 lux reporter, luminescence, 6 h | activation, % at 18.7 µM | 350,000 tested, 0.16% active; in the data active = activation mostly above about 9.7%, no sharp cut-off; inconclusive = no clear call, values can overlap the other calls; inactive = mostly below about 3.7%; also: not every result past the cut was called active; inactives centre near 0; reference of the scale not given here
# Y pestis TopoI: Yersinia pestis topoisomerase I inhibitors, primary screen, biochemical, cleavage product accumulation, plate reader, single point. DNA topoisomerase I (Yersinia pestis CO92). Y. pestis Topo-I cleavage product accumulation. activity, % at 10 µM. 360,000 tested, 0.064% active. AID 504884, 2011; in the data active = activity above about 50%, passing the limit was not always enough; inconclusive = no clear call, values can overlap the other calls; also: inactives centre near 2
# Rv3671c protease: Rv3671c serine protease inhibitors, primary screen, biochemical, fluorescence polarization, M. tuberculosis H37Rv | inhibition, % at 5.96 µM | 320,000 tested, 0.048% active | P9WHR9; in the data active = inhibition above about 38%;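 also: extracellular domain of Rv3671c used as enzyme; 0% = enzyme with DMSO and 100% = no enzyme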
# Target sequence (P9WHR9 whole entry, looked up, the tested form may be a part): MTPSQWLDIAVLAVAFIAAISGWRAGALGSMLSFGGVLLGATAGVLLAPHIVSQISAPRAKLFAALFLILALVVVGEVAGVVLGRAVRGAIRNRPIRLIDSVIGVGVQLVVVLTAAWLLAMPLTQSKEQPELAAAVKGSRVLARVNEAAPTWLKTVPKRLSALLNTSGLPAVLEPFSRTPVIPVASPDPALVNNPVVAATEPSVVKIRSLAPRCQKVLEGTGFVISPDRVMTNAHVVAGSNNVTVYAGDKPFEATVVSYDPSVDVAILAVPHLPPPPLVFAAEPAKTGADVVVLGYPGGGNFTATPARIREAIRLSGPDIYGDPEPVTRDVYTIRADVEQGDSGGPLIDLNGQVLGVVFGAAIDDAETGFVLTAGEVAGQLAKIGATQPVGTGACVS
# VHR inh abs: VHR1 phosphatase inhibitors, primary screen, biochemical, absorbance, uHTS. 290,000 tested, 0.52% active. recombinant VHR phosphatase, pNPP absorbance. inhibition, % at 13.3 µM. AID 1654, 2009. Dual specificity protein phosphatase 3 (Homo sapiens), P51452; in the data active = inhibition above about 50%; also: some compounds called inactive have numbers as strong as hits
# Target sequence (P51452 whole entry, looked up): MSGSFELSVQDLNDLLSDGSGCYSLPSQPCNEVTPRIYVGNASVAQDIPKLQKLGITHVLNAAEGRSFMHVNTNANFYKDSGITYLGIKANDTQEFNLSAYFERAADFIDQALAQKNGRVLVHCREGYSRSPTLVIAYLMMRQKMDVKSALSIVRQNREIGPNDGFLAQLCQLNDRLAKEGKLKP
# TcdB inh: TcdB glycohydrolase inhibitors, primary screen, biochemical, single point, plate reader. Toxin B (Clostridioides difficile), P18177. AID 652162, 2013. TcdB glycohydrolase enzymatic assay. inhibition, % at 9.99 µM. 350,000 tested, 0.24% active; in the data active = inhibition above about 10%
# Anthrax LF inh2: Bacillus anthracis LF protease inhibitors, primary screen, biochemical, multiplex microsphere, MLPCN library. 360,000 tested, 0.12% active. Lethal factor (Bacillus anthracis), P15917. multiplex microsphere protease cleavage assay. inhibition, % at 10 µM. AID 588501, 2011; in the data active = inhibition above about 30%; inconclusive = no clear call, values can overlap the other calls; also: plate controls were buffer without enzyme for full effect and enzyme alone for no effect
# An asterisk follows results filed as active; i = inactive; ? = inconclusive; / = no result given; & = joins results of further samples. Some of the compounds tested; the hit share may differ from the screen's.
SMILES,PfHsp40 yeast,SARS 3CLpro inh,PriA SSB inh,MazF activator,BH1578 lux ind,Y pestis TopoI,Rv3671c protease,VHR inh abs,TcdB inh,Anthrax LF inh2
CCOc1ccccc1NC(=O)c1cnc2n(c1=O)CCS2,0.6,-11,-2&-21,24,i,1,-2,-6,/,2
N/C(=N\OC(=O)COc1ccccc1)c1ccc(Cl)cc1,1.7,0,/,-2,-0.6,4,0,32,0.8,-1
CCOC(=O)CSc1nnc2cc(C)c3ccccc3n12,0.6,0,1,3,-0.3,1,-2,4,/,0
CCn1cc(C(=O)NCCCN2CCC(C)CC2)c2cc(OC)c(OC)cc2c1=O,-0.9,-3,-17,6,-0.1,2,4,-8,1.5,1
CN(CCCC1CCCC1)C(=O)c1cc(COc2ccc(F)cc2F)on1,-0.2,1,-68,-8,i,17,-13,-11,0.6,1
CSCCC(NC(=O)c1ccco1)C(=O)NNC(=O)c1n[nH]c(=O)c2ccccc12 (stereo not drawn),-1.6,/,6,-5,-0.5,0,-3,/,0.0,6
Nc1nc(-c2cccnc2)nc(N2CCCCC2)n1,-0.6,3,-7,5,-0.5,0,7,13,/,0
COc1ccc(-c2c(C)c3cc(O)ccc3oc2=O)cc1,-0.5,1,-2,11,i,-7,-15,4,0.4,1
COc1cc2c(cc1OC)CN(C(=O)CCCOc1ccc(Cl)cc1Cl)CC2,-0.5,-1,0,5,-0.4,19,-5,30,/,-3
O=C(CNc1cccc(Cl)c1)c1ccc(Cl)cc1,0.1,2,-1,0,-0.1,0,-3,28,/,-2
Cc1cc(C(=O)N/N=C/c2ccc(-c3ccc(C)c(Cl)c3)o2)n[nH]1,/,-4,i,-14,-0.2,-6,-3,17,-0.1,/
CCCNC(=O)c1ccc(S(N)(=O)=O)cc1,-1.1,2,-9,0,-0.3,6,-1,18,0.1,9
COc1ccc(CNC(=O)[C@H](C)NC(=O)C2CCN(C(=O)[C@H](CCSC)NC(=O)OC(C)(C)C)CC2)cc1,-1.4,5,-12,5,-0.6,11,7,21,-1.3,-3
O=S(=O)(c1ccc(NC(=S)NCCc2ccccc2)cc1)N1CCOCC1,0.1,5,-2,-2,i,0,-12,-8,/,-1
CCCS(=O)(=O)N1CCC(C(=O)NCCc2ccc(C)cc2)CC1,-0.3,-3,-6,5,i,3,9,4,/,2
CCCCCCn1c(O)c(C=Nc2ccccc2N2CCOCC2)c(=O)[nH]c1=S,/,1,-1,2,-0.9,3,-2,9,-0.1,/
O=C(Cc1ccc2c(c1)OCO2)NN=Cc1ccc([N+](=O)[O-])o1,-0.7,/,-2,3,i,-4,4,/,-7.1,0
CCN(CC)C(=O)C1CCCN(c2ccccc2[N+](=O)[O-])C1 (stereo not drawn),-0.9,3,-3,3,i,7,2,-12,0.5,-4
CC(C)(C)Nc1nc(-c2ccc3c(c2)CCN3C(=O)C2CC2)cs1,-0.1,2,-10,11,i,17,0,6,-0.1,-4
Cc1nnc(SCC(=O)NNC(=O)c2ccc(F)cc2)n1Cc1ccccc1,-1.9,/,-4,6,i,3,-3,/,1.3,3
CN1CCN(C(CNS(=O)(=O)c2ccc([N+](=O)[O-])cc2)c2ccc(F)cc2)CC1 (stereo not drawn),-1.0,/,-5,0,i,-10,1,/,-0.9,/
Cc1ccc(S(=O)(=O)N2CCOCC2)cc1C(=O)Nc1ccccc1N1CCCC1,0.6,/,4,7,i,16,3,/,-0.7,3
COc1ccc(/C=N/NC(=O)c2cccnc2)cc1CN1CCc2ccccc2C1,/,-2,i,1,1.4,6,-9,-3,-5.3,1
O=C(Nc1ccccc1O)c1ccccc1O,0.1,4,4,-5,-0.3,-1,-3,12,/,5
COc1cc(C(=O)Nc2cccc3ncccc23)cc(OC)c1OC,-0.3,3,7,3,-1.0,-6,-2,-23,/,-2
Cc1onc(-c2ccccc2Cl)c1C(=O)OCc1cnc(Cl)s1,-0.9,5,-44,-9,-1.4,1,0,18,0.1,-6
COc1ccc([N+](=O)[O-])cc1NC(=O)c1ccc(Br)s1,-1.4,0,-13,-28,-0.2,-2,-102,-2,0.3,-2
CC(=O)NC(=S)Nc1ccccc1N1CCN(C(=O)c2ccccc2)CC1,-0.8,-2,-10,-15,-0.2,0,-1,15,0.2,0
Cc1cccn2cc(-c3ccc4c(c3)NC(=O)CO4)nc12,0.2,1,5,2,0.9,1,10,5,1.6,6
Cc1ccc(NCc2nnc(SCC(=O)Nc3ccccc3)n2CC2CCCO2)c(C)c1 (stereo not drawn),0.2,-1,-8,1,-0.4,-2,-4,14,/,-4
Cc1ccc(C2Nc3cccc4cccc(c34)N2)cc1,-0.2,-2,1,24,-0.3,-4,-4,-16,0.2,-14
COC(=O)C1=C(C(=O)OC)[C@@H]2N(C)c3ccccc3[C@@]23C[C@@H](C(=O)OC)N(C(=O)COCc2ccccc2)C3=N1,0.0,/,6,-11,-0.8,6,-4,15,/,-3
Cc1cc(NC(=O)c2cccc(F)c2)ncc1NC(=O)c1ccco1,-1.4,0,-4,0,-8.0,0,5,-2,/,1
COc1ccc(N(CC(=O)Nc2ccc(C)cc2C)S(=O)(=O)c2c(C)n[nH]c2C)cc1,1.5,7,4,7,-0.2,12,-2,-9,1.1,0
O=C(CNCc1ccc(Cl)cc1)NCc1ccco1,0.4,-6,0,1,0.4,-1,9,-10,-0.8,-2
CCn1c(SCC(=O)Nc2ccc(NC(C)=O)cc2)nnc1C1CC1,-1.0,-4,-17,0,-0.2,-6,-4,15,/,1
COc1ccccc1NC(=O)C(=O)Nc1ccccn1,0.8,-4,-2,3,i,0,8,5,2.4,1
CN(C)CCNc1ncnc2c1cnn2-c1ccc(Cl)cc1,1.7,-7,-10,1,-0.2,-11,2,29,0.7,-6
Nn1c(Cc2cccc3ccccc23)nnc1SCC(=O)N1CC(=O)Nc2ccccc21,-1.2,4,1,0,/,7,2,7,0.4,-10
O=C(c1cccc([N+](=O)[O-])c1)N1CCN(C/C=C/c2ccccc2)CC1,0.0,1,9,-1,i,13,4,8,0.2,-10
Cc1cc(S(=O)(=O)NCCCn2ccnc2)c(C)cc1Cl,-1.6,-9,-8,6,-0.9,12,3,-8,0.6,3
CCN(c1cccc2ccccc12)S(=O)(=O)c1cccs1,-0.7,/,-23,-9,-1.4,-9,-4,/,-1.3,-2
CCCOC(=O)c1c(NC(=O)/C=C/c2cnn(C)c2C)sc(C(=O)OCC)c1C,-0.5,4,-16,27,-25,0,-12,41,/,-3
CCOc1ccccc1CN1CCNC(=O)C1CC(=O)N(C)CCc1cnn(C)c1 (stereo not drawn),-1.0,0,-14,10,-0.2,3,1,15,0.2,-2
C/C(=N\NC(=O)C1(C)CC1(Br)Br)c1cccc(NC(=O)C(C)(C)C)c1 (stereo not drawn),1.4,5,/,-2,-0.6,-5,0,-1,/,0
S=C(N/N=C/c1cccc2ccccc12)Nc1cccc(Cl)c1,0.5,2,i,-6,i,4,13,20,1.4,4
CN(C)CCNC(=O)c1cccc(S(=O)(=O)Nc2ccccc2F)c1,1.5,0,3,-2,-0.2,0,-4,19,-0.1,-1
O=C(OCC(=O)N(CCc1ccccc1)Cc1ccccc1)c1ccccc1O,0.3,/,-46,-14,i,28,-4,/,0.1,0
CCC(=O)Nc1nnc(SCc2ccc(F)cc2)s1,0.4,-1,6,-4,-0.7,2,-4,-13,/,-1
CCCc1[nH]n(-c2ccc([N+](=O)[O-])cc2)c(=O)c1C=NCCc1ccc(OC)c(OC)c1,0.7,-5,-5,4,0.1,11,-5,3,0.3,-4

# (cont.)
SMILES,PfHsp40 yeast,SARS 3CLpro inh,PriA SSB inh,MazF activator,BH1578 lux ind,Y pestis TopoI,Rv3671c protease,VHR inh abs,TcdB inh,Anthrax LF inh2
O=C(NCc1ccco1)c1nc2c(nnn2Cc2cccc(Cl)c2)c(=O)[nH]1,0.2,-2,2,-3,-13,1,2,21,/,-2
O=C1CC(c2ccc3c(c2)OCO3)C2=C(CCCC2=O)N1 (stereo not drawn),-0.5,3,-12,1,i,-3,7,26,/,-1
CCOC(=O)c1c(C)[nH]c(C)c1C(=O)CSc1nnc(-c2ccc(OC(F)F)cc2)o1,-1.4,3,-4,-47,-0.7,-5,-18,21,/,3
O=C(Cc1n[nH]c(=O)c2ccccc12)NCc1ccccc1,0.2,1,6,5,i,-9,-2,22,0.9,3
O=c1[nH]c(N2CCCCC2)nc2ncn(Cc3ccccc3)c12,0.2,0,2,1,-0.2,4,-3,26,0.6,1
CCC(C)c1ccc(NC(=O)C2CCCN(c3ncccn3)C2)cc1 (stereo not drawn),2.4,2,-10,-20,/,38,-12,1,/,-8
CCn1c2ccccc2c2cc(NC(=O)CSc3nnc(-c4cccc(Cl)c4)o3)ccc21,1.0,-3,1,-13,-11,4,-1,34,/,2
COc1ccc(CCNC(=O)[C@H](CCSC)NC(=O)N2CCn3c2nc2ccccc23)cc1OC,0.2,-1,-2,1,-0.3,28,-8,7,1.8,-2
c1ccc(OCCCc2nc(-c3cccnc3)no2)cc1,0.7,-5,-19,2,-10,6,-2,3,/,-3
OC[C@H]1OC(O)[C@H](O)[C@@H]1O (stereo partly drawn),-1.0,/,0,19,-0.2,6,9,/,0.4,-7
Cc1ccccc1NC(=O)Cc1nc(COC(=O)c2cc([N+](=O)[O-])ccc2NCCO)cs1,15,/,-8,-6,1.7,12,-5,/,1.1,-4
CN(C)CCn1c(NC(=O)c2ccc(Cl)cc2)nc2ccccc21,-0.8,3,2,-14,i,-10,1,-10,/,-2
COc1ccc(-n2c(SCC(=O)N/N=C(\C)c3cccnc3)nc3ccccc3c2=O)cc1,/,3,/,-7,-0.8,-1,8,2,1.0,?
O=C(NC1CCS(=O)(=O)C1)c1ccc(S(=O)(=O)N2CCCCC2)cc1 (stereo not drawn),0.1,2,23,2,-0.5,-12,0,25,/,-5
O=C(NCCN1CCCC1)c1ccc(Cl)cc1Cl,-0.2,-2,1,1,i,1,-3,-17,1.8,5
O=C(Oc1cccc(F)c1)c1ccc2c(=O)n3c(nc2c1)CCC3,1.9,/,-4,6,-3.7,-3,-9,/,-1.0,3
CCOP(=O)(OCC)c1ccc2ccc3ccccc3c(=O)c2c1,-0.1,/,-20,9,-0.7,34,-5,/,0.4,-10
CCOC(=O)N1CCC(NC(=O)C2CCN(C(=O)c3cc4sccc4n3CC)CC2)CC1,0.5,2,-2,12,i,19,2,17,0.4,10

# A draw from above in order of molar mass, highest first.
SMILES,PfHsp40 yeast,SARS 3CLpro inh,PriA SSB inh,MazF activator,BH1578 lux ind,Y pestis TopoI,Rv3671c protease,VHR inh abs,TcdB inh,Anthrax LF inh2
COc1ccc(-n2c(SCC(=O)N/N=C(\C)c3cccnc3)nc3ccccc3c2=O)cc1,/,3,/,-7,-0.8,-1,8,2,1.0,?
O=C(NC1CCS(=O)(=O)C1)c1ccc(S(=O)(=O)N2CCCCC2)cc1 (stereo not drawn),0.1,2,23,2,-0.5,-12,0,25,/,-5
CCOP(=O)(OCC)c1ccc2ccc3ccccc3c(=O)c2c1,-0.1,/,-20,9,-0.7,34,-5,/,0.4,-10

# High-throughput results from PubChem BioAssay.
